From PubChem BioAssay
RAD54 inh – RAD54 (human) branch migration inhibition; Q92698; RAD54 Holliday junction branch migration, FAM/BHQ fluorescence; inhibition, % at 10.4 µM; hit rate 0.14% among 360,000; AID 602329;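 active means mean normalized replicate activity at least 40 and at least half of replicates scoring 40 or more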;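 further: 0% = median of neutral control wells and 100% = median of positive control wells; inhibitors cause a drop in the FAM fluorescence signal; in these data hits start at about 50%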
ERp5 block – blocks human ERp5 reductase activity on insulin | Q15084 | ERp5 insulin aggregation, absorbance 650 nm, 90 min | inhibition, % at 9.99 µM | hit rate 0.05% among 350,000;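 active means mean replicate inhibition above about 25%, with every replicate also reaching it, limit read from the data, passing the limit was not always enough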
esBAF inh – inhibitors of esBAF chromatin remodeling in mouse ES cells | Bmi1-luciferase knock-in reporter, 24 h; 100% = twice the neutral-well signal | reporter increase, % at 12.5 µM | hit rate 2% among 350,000 | AID 602393; in the data active means activation above about 40%;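 further: 0% = median of the plate's neutral control wells and 100% = double that signal; a rise in the Bmi1 reporter signal indicates esBAF inhibition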
PglD DTNB – blocks C. jejuni PglD acetyltransferase activity; purified PglD enzyme, DTNB colorimetric CoA detection; inhibition, % at 12.5 µM; hit rate 0.098% among 360,000; AID 602405; in the data active means inhibition above about 16%, passing the limit was not always enough; further: strong numbers were not always called active
RAD52 anneal inh – blocks human RAD52 DNA annealing; P43351; hit rate 0.46% among 360,000; recombinant RAD52 DNA annealing, FRET fluorescence; inhibition, % at 18.7 µM; AID 651710;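 active means every replicate showing at least 50% inhibition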
CASP6 VEID inh – caspase-6 (human) enzyme inhibition | P55212 | purified caspase-6, Z-VEID-R110 cleavage fluorescence | inhibition, % at 12.5 µM | hit rate 0.53% among 350,000;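 active means mean inhibition across replicates at least about 35%, with every replicate also reaching that limit, limit read from the data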;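 further: 0% = median of neutral control wells and 100% = no fluorescence left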
Target sequence (P55212 24-179 limits assumed): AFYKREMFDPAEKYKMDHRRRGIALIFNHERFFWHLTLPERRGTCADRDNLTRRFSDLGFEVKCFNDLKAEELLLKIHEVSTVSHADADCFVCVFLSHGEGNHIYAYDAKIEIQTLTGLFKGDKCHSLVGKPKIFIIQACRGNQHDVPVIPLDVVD
Target sequence (P55212 194-293 limits assumed): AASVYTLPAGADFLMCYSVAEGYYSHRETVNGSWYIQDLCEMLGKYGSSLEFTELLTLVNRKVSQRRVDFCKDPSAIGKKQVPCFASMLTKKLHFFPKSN
E-selectin induc – induces E-selectin expression in human endothelial cells | HUVEC E-selectin immunofluorescence imaging; normalized: neutral wells 0, TNF-alpha wells 100 | activation, % at 7.58 µM | hit rate 0.37% among 260,000 | AID 686992;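 active means mean E-selectin-positive cell signal at least 10% of the positive control, reached in at least 60% of replicates, without over 20% cell loss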;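 further: in these data hits start at about 27%; measured in HUVEC primary endothelial cells; signal is the percent of cells scored E-selectin positive by PE staining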
Target sequence (P16581 whole entry, looked up): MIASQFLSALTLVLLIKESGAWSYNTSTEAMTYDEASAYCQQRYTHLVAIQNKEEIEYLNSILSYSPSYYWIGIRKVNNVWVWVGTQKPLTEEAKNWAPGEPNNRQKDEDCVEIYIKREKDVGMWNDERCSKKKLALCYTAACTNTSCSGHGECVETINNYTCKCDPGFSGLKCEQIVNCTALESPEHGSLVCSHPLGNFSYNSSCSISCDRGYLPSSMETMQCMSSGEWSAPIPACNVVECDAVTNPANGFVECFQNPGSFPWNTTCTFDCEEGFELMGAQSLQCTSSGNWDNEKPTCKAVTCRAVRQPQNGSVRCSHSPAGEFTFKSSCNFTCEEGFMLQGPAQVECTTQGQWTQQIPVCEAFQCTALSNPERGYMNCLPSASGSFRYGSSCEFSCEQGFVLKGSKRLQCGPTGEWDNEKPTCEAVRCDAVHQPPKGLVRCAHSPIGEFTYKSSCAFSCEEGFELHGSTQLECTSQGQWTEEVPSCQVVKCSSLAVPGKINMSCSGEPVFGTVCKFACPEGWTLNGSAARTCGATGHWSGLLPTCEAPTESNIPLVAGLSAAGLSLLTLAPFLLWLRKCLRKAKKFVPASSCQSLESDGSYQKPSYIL
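System: HUVEC, human umbilical vein endothelial cells; quantity: 3,000 cells/well; buffer or medium: EGM-2 medium, gelatin-coated wells; dosing: single-point compound dose; detection: immunofluorescence imaging; evaluation: % PE-positive cells; benchmarks: TNF-alpha, DMSO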
ARNT-TACC3 inh – disrupts binding between human ARNT and TACC3. Q9Y6A5. AlphaScreen His-ARNT PAS-B/GST-TACC3 binding, luminescence; TACC3 fragment carries E629A point mutation. inhibition, % at 9.99 µM. hit rate 0.66% among 390,000. AID 623870;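 active means mean inhibition of replicates at least 50% and at least half of replicates each reaching 50%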;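 further: 0% = complete ARNT plus TACC3 wells and 100% = ARNT alone without TACC3; many hits fall short of the cut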
Starred values were filed as active, the others as inactive; · = no result given.

Structure	RAD54 inh	ERp5 block	esBAF inh	PglD DTNB	RAD52 anneal inh	CASP6 VEID inh	E-selectin induc	ARNT-TACC3 inh
CC(C)C[C@H]1CN([C@@H](Cc2ccccc2)CN2CCC[C@H]2CN2C(=O)C(=O)NC[C@@H]2Cc2ccc(O)cc2)C(=O)C(=O)N1CC1CCCCCC1	·	2	·	·	-8	-1	0.2	·
CC(=O)Oc1ccccc1/C=C/c1nc2ccccc2c(=O)o1	16	1	-28	4	-32	13	0.0	0
COc1ccccc1NC(=O)c1ccc(S(=O)(=O)N2CCC(C)CC2)cc1	-5	2	-1	-7	-4	1	·	3
COc1ccc(C(=O)COC(=O)Cn2nnc3ccccc32)cc1Br	8	·	6	10	·	·	-2.3	-5
CCCNC(=O)N1C[C@@H](C)[C@H](OC)CN(C)C(=O)c2ccc(NS(=O)(=O)CC(F)(F)F)cc2OC[C@H]1C	-8	0	6	1	-19	-1	-0.3	6
COc1ccc(NC(=O)Nc2ccc3c(c2)C(=O)N([C@H](C)CO)C[C@@H](C)[C@@H](CN(C)S(=O)(=O)c2ccccc2)O3)cc1	3	5	-2	-1	-8	-1	·	-4
O=C(O)Cc1ccc(C(=O)c2cccs2)s1	-2	·	-12	-18	·	·	·	22
CSc1ccc(CN(C)C(=O)C(c2ccccc2)c2ccccc2)cc1	-14	2	-2	-3	-50	0	·	10
O=C(OCC(=O)C12CC3CC(CC(C3)C1)C2)c1cccnc1Cl	·	3	·	·	-6	5	·	-1
Cc1cc(Cl)ccc1OCCCC(=O)Nc1ccc(S(=O)(=O)Nc2ncccn2)cc1	1	4	2	5	-12	-4	·	·
C[C@@H]1CCCCO[C@H](CN(C)Cc2ccncc2)[C@H](C)CN([C@H](C)CO)C(=O)c2cc(NC(=O)C3CCCCC3)ccc2O1	-7	1	-5	-1	9	-1	-0.1	62*
COc1ccc(NC(=O)N[C@@H]2CC[C@@H](CC(=O)NC3CCCCC3)O[C@H]2CO)cc1	-7	6	3	5	-3	0	-0.2	2
CCCCN1CC(COCc2ccccc2)Oc2cccc(F)c2S1(=O)=O (centres undefined)	3	2	-3	-3	-5	-1	-0.1	-3
O=C(O)c1cccc(N/N=C/c2cccc3ccccc23)c1	0	0	-53	8	-15	8	0.8	·
Cc1ccc(NC(=O)CSc2nnc(C)c(=O)n2N)cc1Cl	4	0	·	-4	-8	-3	0.2	2
O=C(c1cccc(F)c1)N1C[C@@H]2[C@H](c3ccccc31)[C@@H](CO)N2C(=O)C1CC1	-1	0	7	2	-5	1	-0.1	7
O=C(Oc1cc2oc(=O)cc(-c3ccccc3)c2cc1Cl)C1CCCCC1	11	·	-5	1	·	·	·	-10
CC1Oc2ccccc2N(CC(=O)NC2CC2)C1=O (centres undefined)	5	2	-1	-1	-3	-2	0.4	-2
COc1ccc(S(=O)(=O)N(C)C[C@H]2Oc3ncc(C#CC4(O)CCCC4)cc3C(=O)N([C@H](C)CO)C[C@@H]2C)cc1	12	5	-10	-2	-3	2	-0.1	39*
CSc1cc(-c2ccccc2)[nH]c(=O)c1C#N	·	6	·	·	-12	-1	-0.1	·
CCOc1ccccc1C(=O)Nc1c[nH]c(=O)[nH]c1=O	-6	0	-7	1	-9	-2	·	-2
CCCNC(=O)[C@@]1(C)c2ccccc2C(=O)N(Cc2ccc(OC(F)(F)F)cc2)[C@H]1c1ccc(CO)cc1	-1	-1	·	-2	-3	0	·	-1
CCOC(=O)Cn1c(CN2CCN(c3cccc(Cl)c3)CC2)nc2c1c(=O)[nH]c(=O)n2C	-1	-5	10	-4	1	2	0.2	-4
O=C(COc1ncnc2ccccc12)NCCCN1CCCC1=O	0	·	3	-5	·	·	·	-13
COc1ccc(NC(=S)Nc2ccc3snnc3c2)cc1	-6	3	30	1	-2	2	7.9	27
CCOc1c2ccc(C(=O)NCCc3cccs3)cc2nn1CC	-9	-2	45*	-3	-14	0	-0.1	-6
CN(Cc1cccc(Cl)c1Cl)c1ccc(S(=O)(=O)N2CCCCC2)cc1[N+](=O)[O-]	4	·	4	-4	·	·	·	2
Cc1noc(C)c1NC(=O)Nc1ccc2c(c1)C(=O)N([C@@H](C)CO)C[C@@H](C)[C@H](CN(C)CC1CC1)OCCCC[C@@H](C)O2	-3	10	3	5	1	1	0.2	-2
COc1ccccc1C(=O)N/N=C/c1cnc2ccccc2n1	4	-2	·	-4	1	-5	·	8
C/C(=N\Nc1cccc([N+](=O)[O-])c1)c1ccccc1O	8	1	·	4	1	0	·	-2
O=C1OCCC1(c1ccccc1)c1ccccc1	6	6	·	-8	2	-4	·	0
CN1C[C@@H]2[C@@H]3C(=O)N(Cc4ccccc4)C(=O)[C@@H]3[C@](C)(C1=O)N2C(=O)c1ccc(F)cc1	-1	-2	1	5	-14	-2	-0.1	1
O=C(Nc1ccc2c(c1)OCCO2)c1ccc(CN2CCOCC2)cc1	17	·	56*	-2	·	·	·	1
CCc1ccc(/C=C(\C#N)C(=O)NC2CCS(=O)(=O)C2)cc1 (centres undefined)	-1	0	·	-1	-9	1	-0.1	6
CCCCCCCCN1C(=O)[C@H](CC(=O)NCc2ccccc2)C[C@@]2(C(=O)OCC)CCCC=C12	·	-1	·	·	-9	-1	0.0	·
COc1ccc(N2C(=O)CC(N(CCc3ccc(S(N)(=O)=O)cc3)C(=S)Nc3ccccc3)C2=O)cc1 (centres undefined)	-2	8	-1	8	-8	2	-0.2	-3
O=C(CCCc1c[nH]c2ccccc12)NCCc1c[nH]c2ccccc12	-18	0	-7	-1	-40	3	·	6
CCOC(=O)c1c(C)oc2ccc(O)c(CN3CCCCC3)c12	14	3	4	-4	-3	-5	·	-1
C[C@H](O)[C@@H]1CN2CCc3c([nH]c4c(-c5ccccc5)cccc34)[C@@H]2C[C@@H]1N(C)C(=S)NCCc1ccccc1	·	4	·	·	-88	-4	0.1	·
CCc1noc(C)c1C(=O)Nc1nc(-c2ccc(OC)cc2)cs1	10	-1	·	-1	-10	3	-0.6	-8
COc1ccccc1-c1ccc2c(c1)C(C)(Cc1ccc(F)c(Cl)c1)C(=O)N2 (centres undefined)	-16	3	11	2	-24	0	0.0	·
Cc1ccc(S(=O)(=O)N2CCC(=O)N([C@H](COCc3cccc(C(F)(F)F)c3)C(C)C)CC2)cc1	·	5	·	·	-13	2	-0.1	·
CS(=O)(=O)N1[C@@H]2Cn3c(cccc3=O)[C@H]1[C@@H](C(=O)NCc1ccc(F)cc1)[C@@H]2CO	1	0	-3	-1	-1	2	0.7	-3
O=C(Cn1ncc2c([nH]c3ccccc32)c1=O)N1CCc2ccccc2C1	6	·	8	-1	1	-1	-0.7	-2
C#Cc1cccc(C(=O)N(Cc2cccnc2)CC2CCCN(C3CCCCC3)C2)c1 (centres undefined)	-2	4	-2	-1	-25	-10	0.5	·
CC1CC(C)(C)CC2(C1)NC(=O)N(CC(=O)N1CCN(S(=O)(=O)c3cccc(F)c3)CC1)C2=O (centres undefined)	·	-2	5	·	0	-1	·	·
COc1ccc(-c2nc3ccccc3c(=O)n2CCCn2ccnc2)cc1	9	·	4	6	·	·	·	4
Cc1ccc(CNC(=O)CSc2nc3ccccc3[nH]2)cc1	-7	2	4	4	-16	-1	·	-10
Cc1ccc(C2C(C#N)=C(N)Oc3cc4c(cc32)OCO4)cc1 (centres undefined)	-7	·	-8	0	·	·	·	-5
O=C(Cc1ccc(Br)cc1)NCCCn1ccnc1	3	-1	0	-3	-8	-4	-0.2	-3
CCCN1C[C@H](C)[C@H](OC)CN(C)C(=O)c2cc(NC(=O)COC)ccc2OC[C@@H]1C	11	·	-4	-3	·	·	-0.1	-6
CC1=C(O)C(=O)C(C2=C(O)C(=O)C(C)=C(O)C2=O)=C(O)C1=O	-8	0	0	2	13	16	·	66*
Cc1ccc(CNC(=O)C2CCCN(c3ncnc4c3nc3n4CCCCC3)C2)cc1 (centres undefined)	3	8	2	5	4	1	·	1
Cc1c(O)nc(SCC(=O)Nc2nccs2)n(-c2ccccc2F)c1=O	4	-2	-2	3	-18	-3	0.2	·
COc1ccc(S(=O)(=O)N2CCC(C(=O)N3CCOCC3)CC2)cc1OC	2	-2	-11	5	-6	5	·	1
CN1C(=O)c2cc(NC(=O)C3CCCC3)ccc2OC[C@@H]2O[C@@H](CC(=O)NCC3CC3)CC[C@H]21	-7	0	-4	-1	12	6	0.0	-11
O=C1CCC/C1=C\c1ccccc1	·	5	·	·	-10	1	-0.2	-1
Cc1cccc(C)c1N1C(=O)C2ON(c3ccccc3)C(c3ccncc3)C2C1=O (centres undefined)	8	1	-3	7	-10	20	·	·
C[C@@H]1CN([C@@H](C)CO)C(=O)c2cc(NC(=O)Cc3ccccc3)ccc2O[C@H]1CN(C)C(=O)NC1CCCCC1	5	0	1	-1	9	-2	-5.2	-6
CC(=O)OC(COc1cccc(C)c1)Cn1cnc2ccccc21 (centres undefined)	·	2	·	·	-18	0	9.9	23

Remaining list, next part:
Structure	RAD54 inh	ERp5 block	esBAF inh	PglD DTNB	RAD52 anneal inh	CASP6 VEID inh	E-selectin induc	ARNT-TACC3 inh
CCc1nc2ccc(C(=O)NCCOc3ccc(OC)cc3)cn2c1N(CC)Cc1ccc(OC)c(OC)c1	-1	4	-4	-2	-62	·	-0.4	·
O=C(Nn1c(-c2ccc(Br)cc2)nc2ccccc2c1=O)c1ccc([N+](=O)[O-])cc1	·	0	-14	·	-4	13	·	0
CO[C@@H]1CN(C)C(=O)c2ccc(NS(=O)(=O)c3cn(C)cn3)cc2OC[C@H](C)N(C)C[C@@H]1C	-11	3	-3	-4	1	3	0.2	1
Cc1cccc(C(=O)OCC(=O)N2CCC(c3ccccc3)=N2)c1O	5	1	6	3	-2	1	-1.7	5
CC(O)(c1cccnc1)c1nc(-c2cccc3cccnc23)cs1 (centres undefined)	-8	-7	3	-2	8	1	-3.7	·
COc1ccc2[nH]c(=O)c(CN(CCO)C(=O)c3cccs3)cc2c1	-14	2	4	-6	5	2	·	0
CC(C(=O)Nc1cccc([N+](=O)[O-])c1)N1C(=O)NC2(CCCC2)C1=O (centres undefined)	0	-5	2	-3	-8	0	-0.3	4
CCCc1ccc(Oc2cn[nH]c2-c2ccc(O)cc2O)cc1	-5	·	17	-1	·	·	·	-2
C=CCNC(=O)c1ccc(S(=O)(=O)CC)c(Cl)c1Cl	·	3	·	·	-5	3	0.8	-7
CC(C(=O)Nc1ccc2c(c1)OCO2)n1cnc2c1c(=O)n(C)c(=O)n2C (centres undefined)	-2	0	10	0	-14	5	-0.4	-1
COc1ccc(Nc2nc(N)c(C(=O)c3ccc(OC)cc3)s2)cc1	-1	4	-8	-8	-10	2	·	17
CN1CCN(C(=O)C[C@@H]2CC[C@@H]3[C@H](COC[C@@H](O)CN3S(=O)(=O)c3cccc(Cl)c3)O2)CC1	-5	-5	-8	-1	7	0	-0.1	-1
CC(=O)NC1C(=O)N=C(SCC(=O)NCc2ccccc2)NC1=O (centres undefined)	·	2	·	·	0	0	·	-7
CCCN1CCC(=O)N([C@H](CSc2ccc(OC)cc2)CC(C)C)CC1	2	3	19	2	1	-9	0.0	-2
C[C@H](CO)N1C[C@H](C)[C@H](CN(C)C(=O)c2cccnc2)Oc2cc(-c3cccc(C#N)c3)ccc2S1(=O)=O	2	-11	1	-1	-1	3	-0.1	-5
COc1cc(NC2=CC(=O)CC(C)(C)C2)cc(OC)c1OC	-6	·	-3	4	·	·	·	-2
FC(F)(F)c1ccc(NC2=NCCC2)cc1	·	-3	·	·	-7	-2	·	15
Cc1onc(-c2ccccc2Cl)c1C(=O)Nc1ccc(CN2CCCC2)cc1	6	·	2	1	·	·	·	10
